# Lipid droplet = hepatic lipid droplet formation modulation | AML12 mouse hepatocytes, oleate lipid droplets, BODIPY imaging | inhibition, % at 6.5 µM | 240,000 compounds, 0.4% hits | AID 1656;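 active means lipid droplet intensity inhibited by at least 50%, with more than 500 cells counted; inconclusive means wells with under 300 cells, treated as cytotoxic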
#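 Test system: AML12 mouse liver cells; schedule: overnight exposure; technique: high-content imaging of BODIPY-stained droplets and DAPI nuclei; read-out: % inhibition of corrected integrated BODIPY droplet signal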
# Myeloid diff MLP = promotes myeloid progenitor differentiation | 360,000 compounds, 1% hits | calls only at 10 µM | ER-HoxA9 myeloid progenitors, lysozyme-GFP differentiation, flow cytometry;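 active means normalized GFP-positive differentiation at or above the plate's own cutoff, the solvent-only control mean plus 3 SD; inconclusive means no clear call, values can overlap the other calls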;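 further: cells exposed to compound for four days before flow analysis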
# West Nile antiviral = inhibition of WNV-induced cytopathic effect – cell-based, CPE readout (AID 1621). West Nile virus-infected cells, CPE inhibition; higher % means a stronger effect. CPE inhibition, % at 10 µM, or IC50 in µM where a hit was titrated. 290,000 compounds, 0.02% hits; in the data active means a potency from the dose series; inconclusive means CPE inhibition mostly from about 3.7% at the one dose, without a potency; inactive means the rest, 99 in 100 with CPE inhibition below about 2.2%; further: strong numbers were not always called active
# Ins promoter up = MIN6 insulin promoter up-regulation; MIN6 insulin promoter-GFP reporter, high-content imaging; stronger effect = higher value; 190,000 compounds, 0.3% hits; AID 1625; z-score at 5 µM;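 active means z-score above 3 at 5 µM with at least 500 cells counted in the well; inconclusive means wells under 500 cells, flagged as cytotoxic or low count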
# b-catenin transl = modulators of beta-catenin nuclear translocation. HeLa beta-catenin nuclear translocation, immunofluorescence imaging. nuclear translocation activity, % at 5 µM. 190,000 compounds, 0.3% hits. AID 1665;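 active means nuclear translocation activity above 50% at 5 µM, with a well cell count of 50 or more; inconclusive means wells under 50 cells across six images, flagged as toxic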;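 further: per-cell ratio of nuclear to cytoplasmic median beta-catenin stain intensity; plate controls were DMSO negative control for no effect and GSK-3 inhibitor IX positive control for full effect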
#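 Technique: fluorescence imaging of beta-catenin antibody stain plus DAPI / Material: human HeLa cell line / Incubation: compound treatment 24 h, 37°C, 5% CO2 / Read-out basis: % activation of per-cell nuclear versus cytoplasmic median beta-catenin signal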
# T cell modulator = T cell immune modulators affecting CD8 T cell-vesicle binding; 2C CD8+ T cell-vesicle binding, flow cytometry; stronger effect = lower value; calls only at 7 µM; 330,000 compounds, 0.068% hits; AID 2052;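 active means response, share of CD8 T cells binding vesicles, and their 90th percentile fluorescence all below set limits, cut at about 80% in these data, passing the limit was not always enough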
#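 Incubation: binding step 1.5 h, 37 °C, antibody labelling 20 min, ice; system: murine 2C transgenic CD8+ T lymphocytes; technique: cytometric PE anti-B7-1 and Alexa647 anti-CD8 signals after 1% paraformaldehyde fixation; also added: QL9-charged Drosophila Ld/ICAM-1/B7-1 vesicles; control set: naked versus QL9-loaded vesicles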
# WT yeast gro inh = growth inhibition of WT yeast, mitochondrial fusion screen | mitochondrial fusion phenotypic screen, WT strain | 190,000 compounds, 2.1% hits | AID 1362 | inhibition, % at 10 µM; in the data active means inhibition above about 58%; tested in S. cerevisiae
# Autophagy mod = modulators of autophagy | MEF GFP-LC3 puncta imaging; test concentration mostly 10 µM | 190,000 compounds, 0.98% hits | AID 463193 | calls only at 10 µM (by protocol);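 active means percentage of spot-positive cells more than 3 SD above its plate mean, without a fluorescence outlier flag or 80% toxicity; inconclusive means no clear call, values can overlap the other calls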;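 further: spot-positive cell cutoff set from DMSO-treated cells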
# MT stabilizer = microtubule stabilizers in HeLa cells; HeLa tubulin immunostaining HCS, 24 h; share of cells brighter than vehicle mean+2SD; % tubulin-high responders, % at 10 µM; 200,000 compounds, 0.83% hits; AID 2205;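 active means plate Z-score above 3 for both tubulin-high and condensed-nucleus cell shares, with cell loss under 80%, at 10 µM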;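 further: anti alpha tubulin signal scored within the nucleus-defined area of each cell; some results filed as inactive read as strong as hits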
# WT yeast gro inh mutant strain = further read-out of WT yeast gro inh, marked with its call; inhibition, %; mitochondrial fusion phenotypic screen, mutant strain inhibition
# Ins promoter up cell count = further read-out of Ins promoter up, marked with its call; cell count; measured here: cytotoxicity, nuclei count;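 total cells summed across four imaged fields per well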
# Lipid droplet cells 6.5 µM = also measured in Lipid droplet; calls as there; cell count; measured here: cell count, cytotoxicity flag;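 cells counted across two imaged fields per well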
# b-catenin transl cell count 5 µM = further read-out of b-catenin transl, marked with its call; cell count; measured here: cell count, cytotoxicity flag
# T cell modulator vesicle-bound % = also measured in T cell modulator; calls as there; double positive events, %; measured here: CD8+ vesicle-bound cell fraction;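 binding gate set so that unloaded-vesicle control wells show 10% double positive cells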
# MT stabilizer Hoechst-high % = second read-out of MT stabilizer, no call of its own (marks repeat the call); % Hoechst-high responders; measured here: nuclear condensation Hoechst responders;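 share of cells brighter than vehicle mean plus two SD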
# MT stabilizer cytotoxicity % = also measured in MT stabilizer; calls as there; toxicity, %; measured here: cytotoxicity by cell density;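 0% = mean cell density of plate MIN control wells and 100% = no cells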
# Autophagy mod cell loss 18 h = also measured in Autophagy mod; calls as there; toxicity, %; measured here: cell loss, nuclei count;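 cell loss after 18 h compound exposure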
# Myeloid diff MLP GFP+ MAC1+ % = further read-out of Myeloid diff MLP, marked with its call; GFP+ MAC1+ double positive, %; measured here: differentiation confirmed by MAC1 staining
# Active calls of the source: *; i = inactive; u = inconclusive; x = not tested or not shown; + = active, no number.
SMILES,Lipid droplet,Lipid droplet cells 6.5 µM,Myeloid diff MLP,Myeloid diff MLP GFP+ MAC1+ %,West Nile antiviral,Ins promoter up,Ins promoter up cell count,b-catenin transl,b-catenin transl cell count 5 µM,T cell modulator,T cell modulator vesicle-bound %,WT yeast gro inh,WT yeast gro inh mutant strain,Autophagy mod,Autophagy mod cell loss 18 h,MT stabilizer,MT stabilizer Hoechst-high %,MT stabilizer cytotoxicity %
COc1cc(OC)c(C2=NOC(C(=O)O)C2)cc1Cl (stereo unspecified),4,776,i,2.3,-0.1%,-0.31,1299,-5.1,1215,i,18,15,11,i,5,3.5,1.0,0.1
Cc1ccccc1N1C(=O)CC(N(O)c2ccccc2)C1=O (stereo unspecified),x,x,i,1.1,0.1%,x,x,x,x,i,68,0,0,i,7,2.2,1.6,19
O=C(O)Cn1nnc2ccccc21,2,719,i,0.0,0.2%,x,x,0.0,1311,i,57,x,x,x,x,x,x,x
O=C1N=C(N2CCCC2)S/C1=C\c1cccc(Br)c1,11,792,i,0.8,0.8%,-0.62,1204,0.0,1114,i,45,-2,9,i,-11,1.9,2.1,0.1
O=C1CC(C(=O)NCCc2ccccc2)SC(=Nc2ccccc2)N1 (stereo unspecified),x,x,i,0.4,0.1%,-0.63,1002,-0.3,1308,i,42,x,x,x,x,x,x,x
CC(=O)Oc1ccc(-c2ccc(C(=O)NCCc3ccc(S(N)(=O)=O)cc3)cc2)cc1,-1,798,i,0.6,0.1%,x,x,x,x,i,28,x,x,x,x,x,x,x
Cc1ccc(Cl)cc1NC(=O)C1CCCN1S(=O)(=O)c1ccc(-c2ccc(=O)[nH]n2)s1 (stereo unspecified),-21,717,i,1.8,1.0%,x,x,x,x,i,5,x,x,x,x,x,x,x
O=C(N/N=C/c1ccccn1)NC12CC3CC(CC(C3)C1)C2,2,676,i,0.4,0.0%,0.38,1113,-1.7,1317,i,24,x,x,x,x,x,x,x
O=C(CCl)Nc1ccc(Oc2cnc3ccccc3n2)cc1,x,x,i,0.9,-2.1%,0.21,1328,5.1,1363,i,56,10,-2,i,20,3.8,1.6,4.4
CC(CN1CCCC1)OC(=O)COc1ccccc1 (stereo unspecified),x,x,i,0.8,0.1%,-0.07,1264,-1.6,1193,i,30,-39,-6,i,-15,2.3,2.8,13
NC(=O)C1CCN(CC(=O)N2c3ccccc3CCc3ccccc32)CC1,-1,722,i,0.9,-0.2%,0.21,1320,x,x,i,24,-17,-2,i,-5,0.9,1.3,37
FC(F)(F)c1cccc(Oc2ccc3c(C(F)(F)F)cc(C(F)(F)F)nc3n2)c1,x,x,i,1.9,-0.4%,x,x,x,x,i,23,13,-13,i,18,1.1,3.4,9.6
N#Cc1c(NC(=O)c2ccc(-c3ccccc3[N+](=O)[O-])o2)sc2c1CCCC2,x,x,i,0.6,-0.1%,-0.19,1314,-0.9,1367,i,48,20,20,i,1,1.2,1.4,8.3
Cc1cccn2cc(-c3cccc(NC(=O)c4cccs4)c3)nc12,-95,553,i,0.8,0.8%,x,x,1.1,1587,i,21,-4,6,i,-11,1.9,2.5,7.0
CCOc1ccc2[nH]c3ncccc3c(=O)c2c1,-1,792,i,0.4,0.1%,x,x,x,x,i,47,x,x,x,x,x,x,x
CC(=O)N1CCN(c2ncnc3sc(-c4ccccc4)cc23)CC1,4,758,i,0.5,0.5%,-0.7,1168,-1.5,1087,i,40,1,1,i,2,1.9,2.7,6.5
Cc1ccc(C)c(N2CCN(C(=O)Cn3c(=O)oc4cc(S(=O)(=O)N5CCCC5)ccc43)CC2)c1,-6,798,i,2.4,-1.2%,x,x,x,x,i,50,x,x,x,x,x,x,x
Cc1ccc(CC(CC(=O)O)C(=O)NC2CCCCC2)cc1 (stereo unspecified),x,x,+,2.2*,0.1%,0.6,1117,-3.7,960,i,20,2,-3,i,9,1.2,1.9,11
COc1cc(NC(=S)NC(=O)C(C)C)ccc1NC(=O)c1cc2ccccc2o1,9,630,i,0.2,-0.1%,-1,1622,-1.7,1083,i,51,18,22,i,-4,1.1,2.0,6.9
Cc1ccnc(NS(=O)(=O)c2ccc(NC(=O)/C=C/c3ccccc3)cc2)n1,-12,714,i,1.0,0.3%,-0.47,1112,-1.0,1350,i,34,x,x,x,x,x,x,x
O=C(NC1CCCCC1)C(c1ccco1)N(C(=O)c1csnn1)c1cccc(Cl)c1 (stereo unspecified),-26,694,i,0.5,-1.4%,x,x,x,x,i,12,x,x,x,x,x,x,x
CC1CCN(c2ccc3nnc(CCC(=O)N4CCN(c5ccc(F)cc5)CC4)n3n2)CC1,-34,716,u,x,-0.6%,x,x,x,x,i,41,x,x,x,x,x,x,x
CC1Oc2ccccc2N(CC(=O)NC2CCCC2)C1=O (stereo unspecified),-11,762,i,0.4,0.3%,x,x,x,x,i,32,x,x,x,x,x,x,x
Cn1ccnc1SCC(=O)c1c[nH]c2ccccc12,25,723,i,0.3,0.0%,-0.82,1156,-2.3,1075,i,49,15,5,i,3,2.5,2.9,9.0
Cc1cccc(NC(=O)C2C(C(=O)O)C3C=CC2C32CC2)c1C (stereo unspecified),x,x,i,1.4,x,0.52,904,-2.9,1112,i,60,16,8,i,-5,1.9,2.3,4.8
O=C(Nc1ccccn1)c1ccc2nc(-c3ccccc3)c(-c3ccccc3)nc2c1,-1,692,x,x,-1.0%,x,x,-0.3,1514,i,1,-20,-11,i,4,3.2,2.8,5.3
COc1ccccc1C(=O)Nc1ccnn1C1CCN(Cc2cnn(C)c2)CC1,-2,764,i,0.6,0.0%,x,x,x,x,i,60,x,x,x,x,x,x,x
N#Cc1c(N)nc(SCC(=O)NC2CCCCC2)c(C#N)c1-c1ccc(Cl)cc1,x,x,i,3.2,u,-0.19,1120,2.9,1260,i,15,8,4,i,2,4.4,3.1,8.4
CC(=O)Nc1nc(SCC(=O)Nc2nnc(C)s2)[nH]c(=O)c1NC(=O)c1cccs1,-1,683,i,0.1,0.1%,0.01,1135,0.7,1041,i,34,-9,-4,i,19,1.3,1.2,0.6
Cc1c(NC(=O)C2CCN(S(=O)(=O)c3ccc(Cl)cc3)CC2)c(=O)n(-c2ccccc2)n1C,x,x,i,4.0,-0.4%,-0.38,1625,0.7,1362,i,11,-14,20,i,7,2.9,1.2,2.2
CCCc1nc2c(ccc3ccccc32)cc1CC,-16,836,i,0.6,0.4%,x,x,x,x,i,14,x,x,x,x,x,x,x
Cc1cccc(NC(=O)c2nc[nH]c2C(=O)N[C@@H](C)C(=O)OC(C)(C)C)c1,11,677,i,0.9,0.7%,0.93,737,-0.2,1391,i,11,x,x,x,x,x,x,x
Cc1ccccc1-n1c(=O)c2ccccc2n2c(=O)[nH]nc12,5,754,i,0.5,0.5%,0.17,1110,2.3,1000,i,19,-1,-9,i,-1,3.3,2.4,7.7
COCCN1Cc2cccc(C(=O)NCCCN3CCCC3=O)c2C1=O,-10,681,i,0.3,0.3%,x,x,0.4,1313,i,9,x,x,x,x,x,x,x
COc1ccc(N2CCN(C(c3cccs3)C(C)NS(=O)(=O)c3ccccc3)CC2)cc1 (stereo unspecified),-12,660,i,13,x,-0.68,1842,-3.5,1083,i,17,14,-12,i,24,7.7,2.1,6.5
Cc1cc(C(=O)Nc2ccc([N+](=O)[O-])cn2)cs1,-2,786,i,0.5,-0.1%,x,x,x,x,i,52,x,x,x,x,x,x,x
Cn1c(C(=O)OC(C(=O)NC2CCCCC2)c2ccccn2)cc2sccc21 (stereo unspecified),-23,608,i,0.9,1.0%,-0.63,1776,-1.4,1073,i,32,15,19,i,-8,2.3,1.9,7.5
CC(=O)Nc1cccc(NC(=O)c2ccc(C(=O)Nc3cccc(NC(C)=O)c3)nc2)c1,-24,624,i,0.1,0.4%,0.54,1450,-0.4,1467,i,41,1,0,i,7,4.8,1.6,8.9
O=C(CCc1nc2ccccc2c(=O)[nH]1)OCC(=O)c1cccc(Cl)c1,0,451,i,1.3,0.3%,x,x,1.4,982,i,43,-6,-15,i,-4,1.7,3.0,5.6
COC(=O)Nc1ccc(S(=O)(=O)N2CCCC(C(=O)N3CCOCC3)C2)cc1 (stereo unspecified),-2,772,i,0.5,0.4%,0.91,1124,1.6,1281,i,54,x,x,x,x,x,x,x
CSc1cccc(NC(=O)CCCn2c(=O)c3cccn3c3cccnc32)c1,-2,690,i,3.8,0.4%,x,x,x,x,i,45,x,x,x,x,x,x,x
Fc1ccc(C(c2nnnn2CCc2ccccc2)N2CCCc3ccccc32)cc1 (stereo unspecified),-48,705,i,0.6,-0.4%,-1.6,1212,-3.2,1210,i,38,8,3,i,7,1.3,1.0,9.6
O=C(CSc1nc2ccccc2s1)CSc1nc2ccccc2s1,-1,725,i,6.0,0.2%,-0.37,922,0.0,1168,i,32,35,12,i,-11,1.1,1.5,4.7

# Some of the entries so far, as tab-separated lines.
smiles	Lipid droplet	Lipid droplet cells 6.5 µM	Myeloid diff MLP	Myeloid diff MLP GFP+ MAC1+ %	West Nile antiviral	Ins promoter up	Ins promoter up cell count	b-catenin transl	b-catenin transl cell count 5 µM	T cell modulator	T cell modulator vesicle-bound %	WT yeast gro inh	WT yeast gro inh mutant strain	Autophagy mod	Autophagy mod cell loss 18 h	MT stabilizer	MT stabilizer Hoechst-high %	MT stabilizer cytotoxicity %
Cc1cccc(NC(=O)C2C(C(=O)O)C3C=CC2C32CC2)c1C (stereo unspecified)	x	x	i	1.4	x	0.52	904	-2.9	1112	i	60	16	8	i	-5	1.9	2.3	4.8
O=C(Nc1ccccn1)c1ccc2nc(-c3ccccc3)c(-c3ccccc3)nc2c1	-1	692	x	x	-1.0%	x	x	-0.3	1514	i	1	-20	-11	i	4	3.2	2.8	5.3

# Bioassay records deposited in PubChem BioAssay by several laboratories.
